DAGLB inhibitor = diacylglycerol lipase beta (human) inhibition. HEK293T DAGLB membrane lysate, EnzChek fluorogenic substrate. AID 504411. 340,000 compounds, 0.059% hits. inhibition, % at 5.17 µM. Q8NCG7; in the data active means inhibition above about 34%;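 further: 0% = enzyme with vehicle and 100% = wells lacking enzyme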
Target sequence (Q8NCG7 whole entry, looked up): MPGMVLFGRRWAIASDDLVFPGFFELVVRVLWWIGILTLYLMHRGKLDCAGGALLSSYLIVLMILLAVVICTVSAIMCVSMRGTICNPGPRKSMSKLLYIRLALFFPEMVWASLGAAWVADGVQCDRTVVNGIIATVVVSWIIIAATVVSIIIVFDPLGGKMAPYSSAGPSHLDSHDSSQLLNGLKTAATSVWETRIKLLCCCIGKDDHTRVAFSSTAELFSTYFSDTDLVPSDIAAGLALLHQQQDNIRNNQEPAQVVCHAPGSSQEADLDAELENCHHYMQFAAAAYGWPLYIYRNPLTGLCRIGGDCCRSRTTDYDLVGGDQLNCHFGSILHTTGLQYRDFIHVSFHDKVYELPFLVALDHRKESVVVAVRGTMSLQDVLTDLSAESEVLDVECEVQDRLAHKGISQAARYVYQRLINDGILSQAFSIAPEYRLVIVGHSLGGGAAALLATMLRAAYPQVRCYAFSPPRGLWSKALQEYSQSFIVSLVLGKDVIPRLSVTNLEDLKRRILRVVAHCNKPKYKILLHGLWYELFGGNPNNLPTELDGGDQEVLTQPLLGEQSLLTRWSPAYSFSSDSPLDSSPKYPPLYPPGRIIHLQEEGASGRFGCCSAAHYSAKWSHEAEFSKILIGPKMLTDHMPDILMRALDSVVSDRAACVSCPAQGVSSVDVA
Keap1 Nrf2 FP = inhibitors of human Keap1-Nrf2 protein-protein interaction. Q14145. Keap1 Kelch-Nrf2 peptide fluorescence polarization, 1536-well. inhibition, % at 9.4 µM. 340,000 compounds, 0.15% hits. AID 504523; in the data active means inhibition above about 12%;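 further: human Keap1 Kelch domain with fluorescein labeled Nrf2 9mer peptide probe; 0% = neutral control wells and 100% = peptide positive control; higher means more block of Keap1 binding to Nrf2 peptide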
Cardiac RTF inh = cardiac RTF calcium desensitization; P19429+P45379; IANBD-labeled cardiac RTF, Ca2+ fluorescence; inhibition, % at 7.15 µM; 340,000 compounds, 0.12% hits; AID 493244;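 active means inhibition above the mean inhibition of all tested compounds plus 3 SD, cut at about 17% in these data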;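 further: assay run at fixed EC70 calcium of 1.6 mM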
CAL PDZ FP-1 = blocks peptide binding to the human CAL PDZ domain | 300,000 compounds, 0.92% hits | purified CAL PDZ, TMR-peptide fluorescence polarization, 1 h | inhibition, % at 24.9 µM | AID 602252;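 active means mean inhibition of at least 30% with at least half of replicates also reaching 30%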;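 further: 0% = DMSO neutral control and 100% = excess unlabeled competitor peptide PRC23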
Arr AP2 block = inhibitors of human beta-arrestin and AP2 interaction; inhibition, % at 10 µM; FITC-arrestin peptide / GST-AP2 beads, flow cytometry; AP2 beta2 appendage carries R879A mutation; 340,000 compounds, 0.31% hits;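 active means inhibition above a set limit, near 3 SD of compounds lacking own fluorescence, cut at about 54% in these data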;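 further: plate controls were DMSO wells for no effect and 5 µM unlabelled arrestin peptide for full effect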
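System: GST-AP2 R879A glutathione beads; medium: PBS, Tween 20 0.05%, BSA 0.1%; reagent: fluorescein-tagged arrestin peptide at 50 nM final; schedule: pre-incubation 12 min, peptide binding 1 h, room temperature; detection: flow cytometry, FL1 (488/535 nm); read-out: inhibition as reduced fluorescein signal on beads, percent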
Pemphigus Ab inh = blocks pemphigus antibody binding to human desmoglein-3; P32926; DSG3-coupled beads, scFv-anti-DSG3-GFP binding, flow cytometry; hits give low values; binding (percent of control), % at 10 µM; 310,000 compounds, 0.48% hits;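 active means binding more than 3 SD below its plate's average and above zero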;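 further: hits lower antibody fragment binding to DSG3; some compounds called inactive have numbers as strong as hits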
NSD2 HMT inh = NSD2 (human) methyltransferase inhibition; AID 743445; O96028; NSD2 peptide methylation, AlphaScreen, 120 min; 310,000 compounds, 0.54% hits; inhibition, % at 12.5 µM; in the data active means inhibition above about 50%
V-ATPase pHluor = alters yeast V-ATPase proton transport | S. cerevisiae, pHLuorin cytosolic pH fluorescence | response, % at 10 µM | 350,000 compounds, 0.37% hits; in the data active means response mostly above about 7.3%, no sharp cut-off; inactive means mostly below about 5.4%; further: actives read high; inactives centre near 0; some compounds called inactive have numbers as strong as hits
CAL PDZ FP-2 = inhibitors of human CAL PDZ peptide binding; inhibition, % at 20 µM; AID 504414; 330,000 compounds, 0.02% hits; purified CAL PDZ, TMR-peptide fluorescence polarization, 1 h;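 active means highest replicate inhibition of at least 40%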;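 further: plate controls were DMSO neutral control wells for no effect and unlabeled competitor peptide control wells for full effect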
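Test system: tagged CAL PDZ domain / Buffer or medium: sodium phosphate/NaCl buffer pH 7.4 with TCEP, IgG, Thesit / Reagent: TMR-labelled reporter peptide T*-PRC34 bound in PDZ groove / Compound dosing: single point, 20 µM / Schedule: 1 h incubation at room temperature before polarization reading / Technique: fluorescence polarization (mP) / Benchmarks: unlabelled peptide, DMSO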
C-LANA FP = inhibitors of KSHV LANA C-terminal domain DNA binding; 340,000 compounds, 0.078% hits; MBP-C-LANA/FAM-LBS DNA binding, fluorescence polarization; inhibition, % at 9 µM; AID 504423;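 active means highest replicate inhibition at or above 60% at 9 µM, even if other replicates fall short; inactive means all replicates below 60% inhibition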;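 further: 0% = neutral control wells and 100% = 4 µM acridine orange control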
* = called active by the depositor; x = not tested or not shown.

SMILES	DAGLB inhibitor	Keap1 Nrf2 FP	Cardiac RTF inh	CAL PDZ FP-1	Arr AP2 block	Pemphigus Ab inh	NSD2 HMT inh	V-ATPase pHluor	CAL PDZ FP-2	C-LANA FP
Cc1cc(C)n(CCC(=O)N=Nc2c(O)[nH]c3ccc(Br)cc23)n1	-2	5	-1	0	33	96	1	0	-2.6	0.1
O=c1cc(C(F)(F)F)[nH]c2c(OC(F)(F)F)cccc12	-2	2	1	-6	34	107	19	-2	0.3	-1.5
COc1ccc(CC(=O)NNC(=S)Nc2ccc(Br)cc2)cc1	3	-2	-5	-2	-2	99	2	-4	-0.9	-0.8
O=C(c1ccc(=O)[nH]n1)N1CCN(S(=O)(=O)c2ccc(C(F)(F)F)cc2)CC1	-2	-5	-3	-1	-9	x	-6	7	-0.9	-0.3
Cc1ccccc1NC(=O)C1c2cccc[n+]2CC(=O)N1Cc1ccc2c(c1)OCO2 (stereo not given)	0	-4	0	-1	-10	93	0	-5	-1.9	0.6
Cc1cc(C)n(CCC(=O)Nc2cccc(F)c2)n1	0	-3	-7	3	31	87	x	-3	-0.3	-0.3
N#CC1(NC(=O)COC(=O)CSc2ccc(F)cc2)CCCCC1	0	0	-7	-3	4	98	0	-3	-2.2	1.2
Cc1c(C)n(C)c2ccc(C(=O)Nc3cccc4ccccc34)cc12	-7	2	-1	x	3	99	1	-1	-0.9	-1.1
COCc1nc(-c2ccc(-c3ccccc3)nc2OC)no1	-11	0	-8	0	-7	98	-17	0	-3.9	0.5
Cc1cccc(NC(=O)Nc2ccccc2)n1	-2	0	12	-3	24	97	1	1	-1.0	-2.2
O=C(O)c1cccc(S(=O)(=O)Nc2cccc(S(=O)(=O)N3CCCCCC3)c2)c1	14	1	-3	2	16	99	2	-1	-0.4	0.2
CC1CN(C(=O)CCC(=O)NCc2ccc(Cl)cc2)c2ccccc2O1 (stereo not given)	-2	-3	6	-2	12	98	x	0	-1.4	-0.7
CC(=O)c1cc2c(cc1NC(=O)c1cc(C)nn1-c1ccccc1)OCO2	-4	-1	-2	x	16	90	x	-71	-0.7	0.7
Cn1c(=O)c2c(ncn2CC(=O)Nc2ccccc2N2CCOCC2)n(C)c1=O	-4	1	1	-1	22	106	0	-3	x	-1.2
CCCCC/C(=N\NC(=O)Nc1ccccc1)c1ccccc1	-7	-3	-1	x	17	-12*	x	-2	0.2	0.4
COc1cc(/C=N/NC(=O)c2cc(-c3cccn3C)n[nH]2)cc(OC)c1OC	0	1	7	-5	-1	95	7	-2	-3.7	0.0
COc1cccc(C(=O)N2CCC(C(=O)N3CCN(C)CC3)CC2)c1	12	-3	-3	-4	22	109	3	0	-4.2	-0.8
O=C(CN1C(=O)NC2(CCOc3ccccc32)C1=O)c1ccc(F)cc1 (stereo not given)	2	2	-10	-2	-13	110	3	2	-0.5	2.4
CC(C)C(OC(=O)c1cccs1)C(=O)NCc1ccc(F)cc1 (stereo not given)	0	-2	-16	1	5	110	-6	-4	-1.6	-0.8
O=C(/C=C/c1ccc(Br)cc1)c1ccc(NC(=O)c2ccco2)cc1	6	-3	0	-1	-7	108	2	2	-0.1	1.3
Cc1oc(-c2ccccc2Cl)nc1CSCC(=O)O	-4	1	-2	-6	1	100	x	-1	-2.0	0.8
CC(=O)N1CCN(C2c3cccc4cccc(c34)C2NS(=O)(=O)c2ccccc2)CC1 (stereo not given)	-1	0	-13	0	1	109	x	0	x	-1.9
CN1CCCN(c2ccc([N+](=O)[O-])cc2)CC1	-4	-1	-8	3	-10	108	x	-2	0.2	1.2
CC(=O)/C(C#N)=C1\NC(=O)C(Cc2ccccc2)S1 (stereo not given)	6	-2	-2	-3	9	x	-1	-1	-0.7	-0.1
CCN(CC)C(=O)Cn1cc(S(=O)(=O)CC(=O)NCCc2ccc(OC)c(OC)c2)c2ccccc21	0	-5	-4	4	-4	103	0	-1	0.6	0.8
Further records follow:
SMILES	DAGLB inhibitor	Keap1 Nrf2 FP	Cardiac RTF inh	CAL PDZ FP-1	Arr AP2 block	Pemphigus Ab inh	NSD2 HMT inh	V-ATPase pHluor	CAL PDZ FP-2	C-LANA FP
COc1ccc(-n2c(=O)[nH]cc(C(=O)Nc3ccc4c(c3)OCO4)c2=O)cc1OC	2	1	-1	-4	2	105	10	0	8.1	1.9
CC(C)(C)c1ccc(C(=O)NCC(=O)OCC(=O)Nc2ccccc2[N+](=O)[O-])cc1	2	5	8	-6	-8	101	13	-3	-2.5	-0.4
Cc1ccc(NC(=O)CCn2cccc2)cc1	0	5	-17	-2	3	x	2	-3	-0.2	0.8
CCN(CC)C(=O)CSc1nc2ncc(Cl)cc2[nH]1	-2	0	-3	x	-5	x	-1	-4	-0.1	1.4
CCN1CCN(CCCN(Cc2cccs2)C(=S)Nc2ccccc2C)CC1	1	-3	-5	-4	-2	123	7	-5	-1.7	0.0
CC(C)(C)c1ccc(-c2nc3n(c(=O)c2C#N)CCS3)cc1	1	-5	-12	-2	1	108	x	-4	-2.4	-0.9
COc1ccc(CCNC(=O)C2CCN(Cc3nc(-c4cccc(Cl)c4)oc3C)CC2)cc1OC	2	-6	-12	-3	0	104	x	4	-0.9	-2.0
COc1ccc(NC(=O)Nc2nc3c(s2)CCCC3)cc1	0	-2	-12	3	9	99	-1	-1	0.2	1.4
Nc1nc(SCC(=O)Nc2cccnc2Cl)n[nH]1	2	-4	2	-5	18	104	-1	6	-0.8	0.9
COc1ccc(-c2ccc(/C=C3/C(=N)N4C(C)=CSC4=NC3=O)o2)c([N+](=O)[O-])c1	14	-5	-12	-4	6	97	4	4	0.6	3.3
CCCN(CCC)S(=O)(=O)c1ccc(C(=O)Nc2cc3oc4ccccc4c3cc2OC)cc1	-4	1	9	-5	4	99	-1	2	-0.1	0.6
Brc1ccc(-c2nn[nH]n2)cc1	0	-3	0	-1	-3	90	2	7	1.0	-0.3
Cc1cccc(NC(=O)c2ccoc2C)n1	0	-3	-4	-2	11	94	-1	5	-1.3	0.7
CCCCCCC(=O)N(O)C1CC(=O)N(Cc2ccccc2)C1=O (stereo not given)	0	-7	-5	-5	-2	96	-1	0	-0.5	-1.0
CC(=O)c1ccc(-n2cc(C#N)c(=O)[nH]c2=O)cc1	0	3	0	-5	7	97	-2	-2	-1.5	1.2
COC(=O)c1ccc(N2CCOCC2)c(F)c1	0	7	-2	-2	3	107	2	0	-1.5	-0.6
O=C(Nc1ccccc1)c1cc(-n2cnnc2)ccc1Cl	0	-1	-4	x	19	98	-3	-4	-0.4	-0.5
CCOC(=O)C(=COC(=O)c1ccccc1)NC(=O)Cc1ccccc1	-2	3	0	-1	22	117	-4	0	-0.3	2.6
COCCn1c(SCC(N)=O)nc2c(c1=O)SC(C)C2 (stereo not given)	3	4	-5	x	1	98	x	0	-0.3	0.8
O=S(=O)(NC1CCc2ccccc21)c1ccccc1 (stereo not given)	2	x	x	x	x	107	-1	1	x	x
Cc1cc(OCc2cc(C(=O)NC3CCC3)no2)cc(C)c1Cl	-3	0	3	2	25	x	-1	-5	-0.2	-0.7
CCOc1c(Cl)cc(CNC(C)(C)CC(C)(C)C)cc1OC	0	-2	6	0	-4	105	-4	-2	-2.1	-0.3
CC(SC1=Nc2ccccc2C2CC=NN12)C(=O)NC1(C#N)CCCCC1 (stereo not given)	-2	-5	-2	0	-5	106	0	0	-2.1	-1.6
CCOc1ccc(CCNC(=O)c2cccc(S(=O)(=O)N3CCCC3)c2)cc1OCC	0	-7	-3	-6	4	107	-1	3	-1.9	-0.2
Cc1oc2ccc(O)c(CN(C)C)c2c1C(=O)c1ccccc1	3	-4	-4	-4	7	88	-1	1	0.4	0.9
CC(/C=C1\SC(=S)N(NC(=O)c2ccc(O)cc2)C1=O)=C\c1ccccc1	1	3	3	3	-17	96	5	-1	-0.3	-0.1
CCCS(=O)(=O)N1CCCC(C(=O)NCCN2CCC(Cc3ccccc3)CC2)C1 (stereo not given)	-1	-3	1	-1	26	106	5	-3	0.2	-1.4
COc1cc(=O)oc(CCC(C)O)c1C (stereo not given)	0	3	-2	-1	1	94	x	2	-0.3	-0.1

Limited to Cardiac RTF inh and C-LANA FP (2 entries from above):
SMILES	Cardiac RTF inh	C-LANA FP
CC(=O)/C(C#N)=C1\NC(=O)C(Cc2ccccc2)S1 (stereo not given)	-2	-0.1
O=C(CN1C(=O)NC2(CCOc3ccccc32)C1=O)c1ccc(F)cc1 (stereo not given)	-10	2.4

Molecules listed so far that contain an NH in an aromatic ring (9):
SMILES	DAGLB inhibitor	Keap1 Nrf2 FP	Cardiac RTF inh	CAL PDZ FP-1	Arr AP2 block	Pemphigus Ab inh	NSD2 HMT inh	V-ATPase pHluor	CAL PDZ FP-2	C-LANA FP
Cc1cc(C)n(CCC(=O)N=Nc2c(O)[nH]c3ccc(Br)cc23)n1	-2	5	-1	0	33	96	1	0	-2.6	0.1
O=c1cc(C(F)(F)F)[nH]c2c(OC(F)(F)F)cccc12	-2	2	1	-6	34	107	19	-2	0.3	-1.5
O=C(c1ccc(=O)[nH]n1)N1CCN(S(=O)(=O)c2ccc(C(F)(F)F)cc2)CC1	-2	-5	-3	-1	-9	x	-6	7	-0.9	-0.3
COc1cc(/C=N/NC(=O)c2cc(-c3cccn3C)n[nH]2)cc(OC)c1OC	0	1	7	-5	-1	95	7	-2	-3.7	0.0
COc1ccc(-n2c(=O)[nH]cc(C(=O)Nc3ccc4c(c3)OCO4)c2=O)cc1OC	2	1	-1	-4	2	105	10	0	8.1	1.9
CCN(CC)C(=O)CSc1nc2ncc(Cl)cc2[nH]1	-2	0	-3	x	-5	x	-1	-4	-0.1	1.4
Nc1nc(SCC(=O)Nc2cccnc2Cl)n[nH]1	2	-4	2	-5	18	104	-1	6	-0.8	0.9
Brc1ccc(-c2nn[nH]n2)cc1	0	-3	0	-1	-3	90	2	7	1.0	-0.3
CC(=O)c1ccc(-n2cc(C#N)c(=O)[nH]c2=O)cc1	0	3	0	-5	7	97	-2	-2	-1.5	1.2

High-throughput results from PubChem BioAssay.

This is a subset; rates above refer to the full screens.
